Screens deposited in PubChem BioAssay by several laboratories.
FLuc act counter: affects firefly luciferase, flagging false hits in luciferase stimulation screens | ATPlite luciferase biochemical, luminescence, 10 min; 0 = ATP-free wells, 1 = DMSO control | P08659 | 200,000 tested, under 10 active | activation factor at 10 µM;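 active means luciferase activation factor, scaled between plate controls, of at least 2 with compound at 10 µM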
Target sequence (P08659 whole entry, looked up): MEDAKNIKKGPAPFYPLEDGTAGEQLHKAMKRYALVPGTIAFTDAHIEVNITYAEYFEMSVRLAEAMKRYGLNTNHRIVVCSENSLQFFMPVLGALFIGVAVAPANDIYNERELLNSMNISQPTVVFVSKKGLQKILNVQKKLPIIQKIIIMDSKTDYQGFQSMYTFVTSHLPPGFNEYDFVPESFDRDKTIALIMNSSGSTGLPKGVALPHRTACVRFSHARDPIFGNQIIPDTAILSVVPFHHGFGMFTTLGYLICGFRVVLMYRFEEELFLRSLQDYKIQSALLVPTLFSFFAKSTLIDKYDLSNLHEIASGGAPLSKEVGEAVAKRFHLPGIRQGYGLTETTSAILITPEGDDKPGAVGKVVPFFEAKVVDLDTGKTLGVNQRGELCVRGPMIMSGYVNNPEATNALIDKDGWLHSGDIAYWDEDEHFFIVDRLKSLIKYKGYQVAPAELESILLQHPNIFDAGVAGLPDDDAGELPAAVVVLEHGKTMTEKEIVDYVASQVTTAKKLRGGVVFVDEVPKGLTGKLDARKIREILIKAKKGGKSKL
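Assay system: Luciferase/luciferin detection reagent, cell-free biochemical luciferase assay / Also added: ATP substrate / Schedule: 10 min at ambient temperature / Measured by: luminescence measurement of luciferase light output / Benchmarks: low control with PBS replacing ATP, high control enzyme plus ATP without compound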
ROMK mod: modulators of human ROMK potassium channel | P48048 | Tet-inducible ROMK, thallium flux fluorescence; actives lie on both sides | B-score at 10 µM | actives 2% (n = 130,000);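 active means signal ratio slope over the read window, or its plate-corrected B-score, at least 3 SD from the plate mean, either direction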;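 further: B-score of the F/F0 ratio slope over 7 to 12 s after thallium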
Target sequence (P48048 whole entry, looked up): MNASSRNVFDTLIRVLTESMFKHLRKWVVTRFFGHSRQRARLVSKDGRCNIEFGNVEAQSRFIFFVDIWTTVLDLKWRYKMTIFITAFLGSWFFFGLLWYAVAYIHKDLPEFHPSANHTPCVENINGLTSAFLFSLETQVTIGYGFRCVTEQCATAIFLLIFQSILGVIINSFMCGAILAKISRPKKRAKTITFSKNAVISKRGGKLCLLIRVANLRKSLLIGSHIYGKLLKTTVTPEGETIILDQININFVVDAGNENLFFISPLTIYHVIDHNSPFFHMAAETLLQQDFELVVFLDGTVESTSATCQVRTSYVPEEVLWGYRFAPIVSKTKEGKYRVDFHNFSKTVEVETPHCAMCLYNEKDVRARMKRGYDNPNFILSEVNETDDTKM
STAT1 inh: inhibitors of IFN-gamma induced STAT1 signaling | actives 0.35% (n = 200,000) | inhibition, % at 5.5 µM | NIH 3T3 STAT1-luciferase reporter, luminescence;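 active means inhibition above a set limit, the mean inhibition across all tested compounds plus 3 SD, cut at about 34% in these data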;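 further: 0% = IFN-gamma with DMSO and 100% = IFN-gamma with 300 µM nifuroxazide; values of inactives mirror those of a sister screen read the other way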
STAT1 act: STAT1 signaling activation; NIH 3T3 STAT1-luciferase reporter, IFN-gamma, luminescence; 100% = IFN-gamma alone, no compound; activation (% of control), % at 5.5 µM; actives 2.6% (n = 200,000);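 active means activation above the screen-wide mean activation plus 3 SD, cut at about 130% in these data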;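 further: raw ratio to IFN-gamma control signal so 100% means no change and 0% no light; values of inactives mirror those of a sister screen read the other way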
NF-kB neuron act: raises NF-kB expression in human neuronal cells | NF-kB reporter expression; stronger effect = higher value | fold change at 12.5 µM | actives 1.6% (n = 190,000) | AID 1239; in the data active means fold change above about 3.3
FLuc inh counter: Photinus pyralis luciferase inhibition counter-screen | P08659 | ATPLite firefly luciferase biochemical luminescence, 10 min | inhibition, % at 10 µM | actives 1.5% (n = 200,000) | AID 1006;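 active means inhibition above about 50% when tested at 10 µM, limit read from the data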
STAT3 activator: increases IL-6 driven STAT3 reporter signal; activation (% of control), % at 5.6 µM; AID 871; actives 0.91% (n = 190,000); U3A cells, IL-6 STAT3-luciferase reporter, luminescence; 100% = signal with IL-6 EC80 alone;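 active means activation above the screen-wide mean of compound activation plus 3 SD, cut at about 130% in these data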;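 further: 0% = background luminescence of wells with medium and substrate only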
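Material: STAT3-luciferase reporter U3A cells. Controls: IL-6-treated wells, 100% activation. Read-out: % activation versus median of IL-6-stimulated wells. Probe or stimulus: IL-6 stimulus at 33 ng/mL final. Timing: compound 1 h, then IL-6 6 h at 37 °C. Signal: reporter luminescence signal.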
APP 5UTR inh: APP translation inhibition | SH-SY5Y APP 5'UTR-luciferase reporter, luminescence | actives 0.82% (n = 190,000) | inhibition, % at 2 µM;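 active means inhibition above a set limit, derived from the sample mean plus 3 SD, cut at about 45% in these data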; further: values of inactives mirror those of a sister screen read the other way
APP 5'UTR act: APP 5'UTR luciferase reporter activation. SH-SY5Y APP 5'UTR luciferase reporter, luminescence; zero percent = DMSO vehicle wells. activation, % at 2 µM. actives 1% (n = 190,000);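 active means activation above a set limit, based on mean plus 3 SD of controls, cut at about 140% in these data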; further: values of inactives mirror those of a sister screen read the other way
STAT3 blocker: reduces IL-6 driven STAT3 reporter signal; U3A cells, IL-6 STAT3-luciferase reporter, luminescence; host cell line lacks STAT1; inhibition, % at 5.5 µM; actives 0.89% (n = 190,000);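 active means inhibition above the mean inhibition across all screened compounds plus 3 SD, cut at about 44% in these data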;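 further: 0% = DMSO only wells and 100% = 100 µM nifuroxazide control wells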
Numbers without * were called inactive; · = no result given.

SMILES	FLuc act counter	ROMK mod	STAT1 inh	STAT1 act	NF-kB neuron act	FLuc inh counter	STAT3 activator	APP 5UTR inh	APP 5'UTR act	STAT3 blocker
CC1=C(C)CC(C(=O)N2CCN(C/C=C/c3ccccc3)CC2)C(C(=O)O)C1 (configuration not stated)	1.1	0.32	-11	109	1.2	-6	102	15	-15	1
CC(=O)/C(=N\Nc1ccccc1)Sc1cccc2cccnc12	1.1	-0.08	3	98	1.1	-8	96	12	-12	2
CC(=O)c1cc(-c2ccccc2)n(CCC(=O)NC2CCCC2)c1C	1	-0.1	11	90	1.2	0	100	-1	1	8
NNc1nc2cccnc2n(CCNc2ncc(C(F)(F)F)cc2Cl)c1=O	1	-0.047	-8	108	1.3	-2	95	3	-3	8
O=c1c(-c2ccccc2)c(O)cc(-c2ccncc2)n1-c1ccc(Cl)cc1	1	-0.03	-7	105	1.4	-4	104	-2	2	0
Cn1cnc2c1c(=O)n(Cc1ccc(F)cc1Cl)c(=O)n2C	1	0.23	4	96	0.97	-2	102	-4	4	0
Cc1occc(=O)c1OC(=O)Nc1ccc(Cl)c(Cl)c1	1.1	0.41	10	91	1.2	-10	100	1	-1	4
FC(F)(F)c1cc(C(F)(F)F)n2nc(-c3sccc3-n3cccc3)cc2n1	1.1	·	8	93	1.5	-11	102	0	0	-1
CCOC(=O)C1(CC2CCCCO2)CCN(C(=O)Nc2ccc(C)c(C)c2)CC1 (configuration not stated)	1	-1	-6	104	1.3	-3	104	-14	14	0
CC(C)(C)c1ccc(/C=N/NC(=S)NCc2ccccc2)cc1	1.1	-0.46	-10	108	1	-7	109	-34	34	-8
CCOc1cc(/C=N/N=C(N)N)ccc1OCc1ccc(Cl)cc1	1	-3.9*	7	93	2.6	-3	91	27	-27	10
Cc1nnc(SCC(=O)NC2CC2)n1CCc1ccccc1	1	·	2	98	0.96	-3	103	0	0	3
CC(C)COC(=O)Cn1cnc2ccc(Br)cc2c1=O	1	-0.3	-3	103	1.4	-4	98	-3	3	4
O=C(NCc1nc2ccccc2[nH]1)C1=C[C@H](c2ccccc2)C[C@H](OCc2ccc(CO)cc2)O1	1	·	8	94	0.59	0	·	-4	4	·
COc1ccc(CCNc2ccc(N3C(=O)CC(C)C3=O)cc2[N+](=O)[O-])cc1OC (configuration not stated)	1.1	-1.3	33	69	0.92	-8	44	6	-5	70*
COc1ccc(NS(=O)(=O)c2ccc(NC(=O)c3ccc(N(C)S(C)(=O)=O)cc3)cc2)c(OC)c1	1.1	·	16	86	1	-7	38	-2	2	73*
O=C(COC(=O)Cc1c(Cl)cccc1Cl)Nc1ccccc1-c1ccccc1	1	-0.036	9	92	1	-4	112	-11	11	-4
c1ccc(-c2nnc3n2CCCC3)cc1	1	0.039	0	100	0.98	-4	97	1	-1	11
Cc1cc(Nc2ccc(F)cc2Cl)n2ncnc2n1	1	·	-1	102	1.1	-3	95	-6	6	7
CN(C)S(=O)(=O)c1ccc(N2CCCC2)c(C(=O)NCC2CCCCC2)c1	1.1	-1.7	-1	100	0.86	-6	95	-10	10	7
S=C(Nc1ccc2c(c1)OCO2)N1CCCC1	1	-0.018	-10	109	1.1	2	106	-32	32	3
COC(=O)[C@@]1(Cc2ccc(F)cc2)[C@H]2c3cc(C(=O)N4CCCC4)n(CCc4c[nH]c5ccc(OC)cc45)c3C[C@H]2CN1C(=O)c1ccccc1	1	-1	-6	106	0.7	-5	96	0	-1	2
COc1cccc(NC(=O)NC2CCN(Cc3nnnn3Cc3ccc(F)cc3)CC2)c1	1.1	-4.1	-3	102	0.91	-6	105	5	-5	-3
O=C1C(=O)N(Cc2ccco2)C(c2cccc(Cl)c2)/C1=C(\O)c1ccc2c(c1)OCCO2 (configuration not stated)	1	-0.45	2	99	0.98	-2	97	-6	6	8
Cc1noc(C)c1CSc1nnc(-c2cc(Cl)ccc2Cl)n1N	1	·	-8	107	1.4	-1	113	-16	16	-12
COc1ccc(OC)c(C2C(C#N)=C(N)Oc3cc(N)ccc32)c1 (configuration not stated)	1	·	-5	105	0.99	-1	100	2	-2	6
Cc1nc2nc(C)c(CCC(=O)Nc3ccc4c(c3)OCO4)c(C)n2n1	1	0.0093	1	99	1	-2	99	4	-4	2
COc1ccc(S(=O)(=O)NCc2ccc(F)cc2)cc1OC	1	0.43	11	90	1	-3	108	-1	1	1
COc1ccc(C(=O)n2nc(C)cc2Nc2ccccc2)cc1	0.9	1.8*	-24	122	2.7	6	167*	-4	4	-70
CN(C1=NS(=O)(=O)c2ccccc21)c1ccc(OC(=O)c2ccncc2)cc1	1.1	-0.0064	-2	100	1	-8	99	-5	5	4
CN(C)CCNC(=O)Cc1ccc([N+](=O)[O-])cc1	1	0.25	-3	103	1	-4	103	14	-14	-6
Cc1cccc(C2c3[nH]c4ccccc4c3CCN2C(=O)Cc2n[nH]c(C)n2)n1 (configuration not stated)	1	0.85	7	91	0.92	-1	137*	-14	14	-35
COc1ccc(NC(C)=O)cc1NC(=O)CSc1nnc(-c2cccnc2)n1C	1	0.88	-1	101	0.96	-2	100	-5	5	8
CCOc1ccccc1-n1c(SCC(=O)N(C(C)C)C(C)C)nnc1-c1cccnc1	1.1	0.22	-3	102	1.1	-8	102	3	-3	4
CCn1nc(C)c(C2C(C#N)=C(N)Oc3n[nH]c(C)c32)c1C (configuration not stated)	1.1	·	-1	101	1.3	-9	107	5	-5	-6
CCCc1nc(NCc2ccncc2)c2nnn(Cc3ccccc3F)c2n1	1	·	18	84	0.92	-1	97	1	-1	8
COc1ccc(/C=c2\s/c(=C/C(=O)c3ccc(C)cc3)[nH]c2=O)cc1OC	1	·	-1	100	0.91	1	107	-3	3	-5
COc1ccc(C(=O)n2cnnc2N)cc1	1	·	-3	103	1.2	0	102	-14	14	1
CSc1nc(NCc2ccco2)c2ccccc2n1	1	-2	8	92	0.95	-4	94	-11	11	13
C/C(=N\Nc1ccc([N+](=O)[O-])cc1)c1ccc(-n2nncc2C(C)(C)C)cc1	1	·	3	97	1.1	-3	87	-4	5	14
Clc1ccc(-c2nn3cnnc3s2)c(Cl)c1	1	-1.5	-6	107	1.1	0	99	-14	14	6
O=[N+]([O-])/C=C/c1cn(Cc2ccc(Cl)cc2)c2ccccc12	1.1	-1.7	-3	103	1.3	-7	107	-8	7	-12
Cc1ccc(NC(=O)c2ccc(N3CCOCC3)c([N+](=O)[O-])c2)cc1S(=O)(=O)N1CCOCC1	1.2	·	12	89	0.32	-19	88	2	-2	10
Cc1ccccc1C(=O)NNC(=O)c1cccc([N+](=O)[O-])c1	1.1	·	5	95	0.99	-6	99	-13	13	3
CN(c1ccc(C(=O)NCCSCc2ccco2)cc1)S(C)(=O)=O	0.9	-0.099	-2	102	1.7	6	107	-15	15	-6
C=CCN1C(=O)C(Cc2cccc(Cl)c2)SC1=Nc1ccc(C(=O)O)cc1 (configuration not stated)	1	1.1	19	81	1.2	0	103	4	-4	2
CCC(=O)/C=C1\Sc2ccc(OC)cc2N1CC	1	-0.5	-15	114	1.4	-2	88	12	-12	17
CCO[C@@H]1OC(C(=O)O)=C[C@H](c2ccc(C(F)(F)F)cc2)[C@H]1CCCO	1	·	4	98	1	0	·	-12	12	·
COc1ccc(CNCCNC(=O)c2cccs2)cc1OC	1.1	0.031	9	93	1.1	-9	102	-1	1	3
CC1(C)CNC(=O)c2sc(NC(=O)c3ccccc3)nc2C1	0.8	-0.012	-26	126	2.1	20	108	-34	34	-4
Cc1ccc(C(=O)COC(=O)CCC(=O)NC2CCCCC2)cc1[N+](=O)[O-]	1	-0.18	0	98	1.2	-4	106	5	-5	-5
O=C(O)CC1(O)C(=O)N(Cc2ccccc2)c2ccccc21 (configuration not stated)	1	-0.0026	1	98	1.1	-4	103	-6	6	1
CN1CCN(C(=O)C23CC4CC(C2)CC(c2ccccc2)(C4)C3)CC1	1	-0.43	6	92	0.8	-3	93	5	-5	13
COc1ccc(OC)c(NC(=O)Cn2cc(C#N)c3ccccc32)c1	0.9	·	3	101	1	6	109	-16	16	-8
COCCNC(=S)N/N=C(\C)c1ccc(Cl)c(Cl)c1Cl	1.1	-0.057	1	96	1.1	-6	99	-8	8	6
CCOC(=O)CSc1nnc(Cc2cc(=O)[nH]c(=O)[nH]2)n1-c1cccc(OC)c1	1	1.5	2	98	1.1	-2	99	5	-5	6
O=C(Cn1cccc1C(=O)c1ccccc1)NCc1cccs1	1.1	·	-2	102	1.2	-9	96	-2	2	7
CC(C)CC(C(=O)NCC1CCCO1)N(C(=O)Cn1nnc(-c2ccc(F)cc2)n1)c1ccccc1F (configuration not stated)	1	·	-1	101	0.85	-1	94	8	-8	13
O=c1c2ccccc2nnn1CSc1nnc(-c2cccs2)n1Cc1ccccc1	1.1	-1.3	-1	100	0.96	-7	102	2	22	5
CCC(C)(C)NC(=O)C(c1ccc(F)cc1)N(Cc1ccco1)C(=O)c1snc(C(N)=O)c1N (configuration not stated)	1	·	2	98	1	-3	107	-10	10	3
Continuation.
SMILES	FLuc act counter	ROMK mod	STAT1 inh	STAT1 act	NF-kB neuron act	FLuc inh counter	STAT3 activator	APP 5UTR inh	APP 5'UTR act	STAT3 blocker
CCC(C)(C)NC(=O)C(c1ccc(OC)cc1)N(CC1CCCO1)C(=O)CCC(=O)Nc1cc(C)on1 (configuration not stated)	1.1	·	0	94	1.1	-9	103	-1	1	-1
COC(=O)CN(c1ccccc1)S(=O)(=O)c1ccccc1	1	0.37	2	98	·	-1	103	-27	27	3
COCCCN1C(=O)C(=O)/C(=C(/O)c2ccc(OC(C)C)c(C)c2)C1c1ccncc1 (configuration not stated)	1	0.0027	-7	106	0.96	-1	102	6	-6	2
COc1cc(C(=O)NCCC(=O)NCCCN2CCCCC2)cc(OC)c1OC	1	·	1	98	0.99	0	98	-2	2	6
O=S(=O)(c1cccc2nsnc12)N1CCc2ccccc21	1.1	·	3	97	0.86	-6	87	-22	22	19
Cc1cc(NC(=O)CCN2C(=O)c3ccccc3C2=O)no1	1	·	10	90	1.2	-3	86	-11	11	21
CN(C)S(=O)(=O)N1CCCC(C(=O)c2ccc(-c3ccccc3)c(F)c2)C1 (configuration not stated)	1	0.61	3	95	0.8	-5	97	-14	14	10
COc1ccc(NS(=O)(=O)c2ccc(C)c(NC(=O)c3ccc(C)c(S(=O)(=O)N4CCOCC4)c3)c2)cc1	1.1	-0.58	2	98	1.1	-8	100	12	-12	0
O=C(NCc1cccnc1)c1ccc(NC(=O)c2cccc([N+](=O)[O-])c2)cc1	1	·	-2	100	0.8	-2	96	10	-10	8

Profiles, quoted from the list. Screens in order: FLuc act counter, ROMK mod, STAT1 inh, STAT1 act, NF-kB neuron act, FLuc inh counter, STAT3 activator, APP 5UTR inh, APP 5'UTR act, STAT3 blocker
COC(=O)CN(c1ccccc1)S(=O)(=O)c1ccccc1 as listed: 1, 0.37, 2, 98, ·, -1, 103, -27, 27, 3
CCC(C)(C)NC(=O)C(c1ccc(OC)cc1)N(CC1CCCO1)C(=O)CCC(=O)Nc1cc(C)on1 (configuration not stated) as listed: 1.1, ·, 0, 94, 1.1, -9, 103, -1, 1, -1
Cc1cc(NC(=O)CCN2C(=O)c3ccccc3C2=O)no1 as listed: 1, ·, 10, 90, 1.2, -3, 86, -11, 11, 21

This is a random part of the collection; about 7.1% have a hit in one of these screens.
